SR-BI DiI inh: blocks mouse SR-BI lipid uptake from DiI-HDL; Q61009; ldlA[mSR-BI] CHO cells, DiI-HDL uptake fluorescence, 3 h; inhibition, % at 12.5 µM; 320,000 tested, 0.96% active; AID 488896;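 active = mean replicate inhibition of at least 70% and a set share of replicates each scoring 70 or more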;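 note: 0% = median of neutral control wells and 100% = median of positive control wells; values of inactives mirror those of a sister screen read the other way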
Target sequence (Q61009 whole entry, looked up): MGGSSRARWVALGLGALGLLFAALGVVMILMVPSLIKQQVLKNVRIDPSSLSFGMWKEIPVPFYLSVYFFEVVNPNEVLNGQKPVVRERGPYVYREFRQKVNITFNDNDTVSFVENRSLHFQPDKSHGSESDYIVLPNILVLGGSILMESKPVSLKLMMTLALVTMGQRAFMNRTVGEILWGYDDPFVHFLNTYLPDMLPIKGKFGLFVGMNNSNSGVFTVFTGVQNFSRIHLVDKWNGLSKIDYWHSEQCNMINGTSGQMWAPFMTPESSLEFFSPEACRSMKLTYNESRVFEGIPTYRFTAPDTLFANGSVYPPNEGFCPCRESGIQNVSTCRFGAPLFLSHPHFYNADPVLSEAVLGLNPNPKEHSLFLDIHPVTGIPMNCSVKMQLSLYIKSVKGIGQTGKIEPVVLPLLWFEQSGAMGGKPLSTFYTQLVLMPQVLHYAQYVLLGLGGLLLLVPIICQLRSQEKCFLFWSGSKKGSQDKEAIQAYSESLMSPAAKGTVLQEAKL
CAL PDZ FP-1: human CAL PDZ-peptide interaction inhibition; Q9HD26; purified CAL PDZ, TMR-peptide fluorescence polarization, 1 h; inhibition, % at 20 µM; 330,000 tested, 0.02% active; AID 504414;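 active = highest replicate inhibition of at least 40%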;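 note: plate controls were DMSO neutral control wells for no effect and unlabeled competitor peptide control wells for full effect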
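Material: tagged CAL PDZ protein CerCALP, purified; buffer or medium: sodium phosphate/NaCl buffer pH 7.4 with TCEP, IgG, Thesit; also added: fluorescent TMR peptide probe; schedule: 1 h incubation at room temperature before polarization reading; technique: fluorescence polarization from S- and P-plane intensities, G-factor corrected; control set: unlabelled peptide and DMSO controls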
NSD2 inh: inhibitors of human histone methyltransferase NSD2; NSD2 peptide methylation, AlphaScreen, 120 min; inhibition, % at 12.5 µM; 310,000 tested, 0.54% active; AID 743445; in the data active = inhibition above about 50%
dFosB act: mouse delta FosB homodimer activation | P13346 | purified delta FosB, TAMRA-CDK5 oligo fluorescence polarization; percent of positive-control signal above neutral wells | activation, % at 25 µM | 340,000 tested, 0.99% active | AID 493131;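 active = mean activation above about 17%, with every replicate also reaching it, limit read from the data, passing the limit was not always enough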;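 note: fluorescence polarization rise as delta FosB binds a TAMRA Cdk5 AP-1 oligo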
Target sequence (P13346 whole entry, looked up): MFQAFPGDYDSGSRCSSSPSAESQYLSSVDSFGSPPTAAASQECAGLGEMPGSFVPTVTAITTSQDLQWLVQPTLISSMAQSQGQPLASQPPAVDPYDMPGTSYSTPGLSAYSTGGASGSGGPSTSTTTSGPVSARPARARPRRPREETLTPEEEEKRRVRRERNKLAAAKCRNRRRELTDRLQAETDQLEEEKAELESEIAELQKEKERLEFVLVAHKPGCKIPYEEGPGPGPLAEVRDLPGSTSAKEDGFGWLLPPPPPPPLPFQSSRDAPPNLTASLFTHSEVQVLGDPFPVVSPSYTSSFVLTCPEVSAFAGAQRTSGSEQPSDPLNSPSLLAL
MITF act: activators of MITF-driven TRPM1 promoter activity in SK-MEL-5 cells | AID 588334 | 300,000 tested, 0.75% active | SK-MEL-5 TRPM1-promoter luciferase, 24 h; % of positive control, neutral wells = 0 | activation, % at 12.5 µM;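 active = mean activation of at least 80% with every replicate also reaching 80%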;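 note: 0% = neutral control wells and 100% = parthenolide positive control wells; values of inactives mirror those of a sister screen read the other way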
SR-BI DiI-HDL act: enhances SR-BI lipid uptake from DiI-HDL; 320,000 tested, 0.096% active; AID 504775; activation, % at 12.5 µM; CHO ldlA[mSR-BI] cells, DiI-HDL uptake fluorescence, 3 h; 100 = double the neutral-control signal;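 active = mean replicate activation of at least 60% and every replicate at or above 60%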;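 note: 0% = median plate neutral-control signal and 100% = twice that signal; values of inactives mirror those of a sister screen read the other way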
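Material: SR-BI-overexpressing, LDLR-lacking CHO cells; schedule: compound exposure 3 h, 37 °C; reagent: DiI-labelled HDL at 10 µg/mL final; technique: bottom-read fluorescence, 550/595 nm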
PfHsp90 set2: reduces growth (ATP signal) of yeast expressing P. falciparum Hsp90 | S. cerevisiae expressing PfHsp90, BacTiter-Glo ATP, 48 h; yeast lacking PDR1 and PDR3 efflux regulators | inhibition, % at 9.4 µM | 310,000 tested, 0.32% active;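 active = every replicate shows inhibition above about 80%, whatever the replicate mean, limit read from the data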;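 note: 0% = DMSO neutral controls and 100% = 20 µM radicicol positive controls; yeast relying on Plasmodium falciparum Hsp90 in place of its own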
PvdQ inh: blocks Pseudomonas aeruginosa PvdQ acylase activity; purified PvdQ acylase, fluorescence plate reader; inhibition, % at 10 µM; 340,000 tested, 0.063% active; AID 488965; in the data active = inhibition above about 30%, passing the limit was not always enough;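 note: 0% = vehicle neutral wells and 100% = reference inhibitor wells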
CAL PDZ FP-2: blocks peptide binding to the human CAL PDZ domain; Q9HD26; purified CAL PDZ, TMR-peptide fluorescence polarization, 1 h; inhibition, % at 24.9 µM; 300,000 tested, 0.92% active; AID 602252;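 active = mean inhibition of at least 30% with at least half of replicates also reaching 30%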;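 note: 0% = DMSO neutral control and 100% = excess unlabeled competitor peptide PRC23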
Rtt109 Vps75: blocks Candida albicans Rtt109/Vps75 acetyltransferase activity | purified Rtt109/Vps75, ThioGlo CoA-SH fluorescence, 4 h | 330,000 tested, 0.16% active | Q5AAJ8 | inhibition, % at 34.9 µM | AID 540336;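 active = inhibition of at least 50% in every replicate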
Numbers without * were called inactive; . = not tested or not shown.

SMILES	SR-BI DiI inh	CAL PDZ FP-1	NSD2 inh	dFosB act	MITF act	SR-BI DiI-HDL act	PfHsp90 set2	PvdQ inh	CAL PDZ FP-2	Rtt109 Vps75
COc1ccc(CCNC(=O)COc2cc(=O)n(C)c3ccccc23)cc1OC	7	0.2	-4	-2	-1	-7	1	-13	0	11
O=C(O)c1cccnc1SCc1cn2cc(Cl)ccc2n1	.	0.7	3	-5	5	.	-25	-2	7	2
Cc1ccc2oc(-c3cc(NC(=O)c4ncn[nH]4)ccc3O)nc2c1	17	-1.6	-3	0	-3	-17	7	-20	0	-13
Cc1cnc(NC(=O)CSc2nnc(-c3cccs3)n2C)s1	-12	-0.6	0	-2	-4	12	.	3	-2	9
O=C(CSc1nnc(-c2ccccc2O)o1)Oc1ccc(Br)cc1	-11	-0.7	0	-2	9	11	-13	5	.	-11
CCN(CC)c1ccc2cc(C#N)c(=O)oc2c1	-4	-0.4	-3	4	4	4	13	-15	1	-8
CCOC(=O)N1CCC(NC(=O)c2ccc3c(=O)n4c(nc3c2)CCCC4)CC1	0	-3.1	.	-8	.	0	.	-10	-1	-4
COc1cccc(CNC(=O)CN2C(=O)CSc3ccc(S(=O)(=O)N4CCOCC4)cc32)c1	-4	-2.3	-8	-11	-15	4	15	4	-2	13
CC(=O)Nc1ccc(NC(=O)c2ccc(NS(=O)(=O)c3cccc4cccnc34)cc2)cc1	19	-0.2	-2	2	4	-19	15	-16	2	-11
O=C1c2cccc3c(Nc4ccccc4Cl)c([N+](=O)[O-])cc(c23)C(=O)N1CCO	62	0.9	6	-9	.	-62	-28	-3	5	4
COc1ccc2nc(C(F)(F)Cl)c(C#N)c(N)c2c1	27	-0.5	-7	-6	13	-27	20	-14	-23	-1
O=C(Nc1ccc(F)c(Cl)c1)Nc1csc2ccccc12	87*	0.0	-3	7	.	-87	5	-6	.	-6
CSc1ccccc1NC(=O)CN1CCN(c2ccccn2)CC1	1	.	-1	-8	-5	-1	13	-11	-9	2
CC(C)Cn1c(N)c(C(=O)COC(=O)c2ccc(O)cc2O)c(=O)n(C)c1=O	18	-1.9	-1	-3	-8	-18	-11	-6	-4	-1
Nc1ccc(-c2cc3ccccc3oc2=O)cc1	4	-2.3	-3	2	-94	-4	4	5	5	5
CCN(CC)C(=O)[C@H]1C[C@H](CC(=O)NC/C=C(\C)CCC=C(C)C)C(=O)N2CCc3c([nH]c4cc(CCC(=O)N(C)C)ccc34)[C@]12C	34	-0.7	.	-22	-10	-34	5	3	-4	3
Cn1ncc2c(Nc3cccc(Cl)c3)nc(Nc3cccc(Cl)c3)nc21	33	-0.9	1	31*	-3	-33	108*	3	-2	-2
COc1cccc(NC(=O)CCC2CCN(C(=O)Cc3cccc(F)c3)CC2)c1	9	-2.2	-2	-5	-10	-9	-90	0	1	2
COc1ccc(NC(=O)CSc2nnc(-c3ccncc3)n2C)cc1	-1	-0.9	-2	0	14	1	7	-12	6	-3
COC(=O)/C(=C/c1ccc2c(c1)c1ccccc1n2C)NC(=O)c1ccccc1	-7	-0.1	-2	4	-2	7	-28	-3	4	-1
Cc1cc(C)nc(SC(C)C(=O)O)n1 (configuration not stated)	-2	-2.2	9	-5	6	2	-32	-9	-6	0
COc1ccc(NS(=O)(=O)c2ccc(C(=O)N3CCCCCC3)cc2)cc1	0	-0.1	-1	-1	-11	0	-1	-14	-1	-5
CNC(=O)NC(=O)CSc1nc2cc(C(=O)OC)ccc2c(=O)n1-c1ccccc1	11	-2.4	-1	0	-1	-11	-10	1	-2	.
Cc1[nH]c2ccccc2c1C(=O)CSC(=S)N1CCN(C)CC1	24	-1.9	-3	2	.	-24	-3	-6	.	-6
COc1ccc(CCNC(=O)c2ccc3c(c2)SC2=NS(=O)(=O)CCN23)cc1	26	-0.6	-5	-5	5	-26	-3	-14	-11	-8
CCOC(=O)C1CCCN(c2c(NCCN3CCCCC3C)c(=O)c2=O)C1 (configuration not stated)	-26	0.7	.	0	13	26	25	-9	.	-10
Cc1cc(SCC(=O)c2ccccc2)nc(C)n1	1	-0.1	-2	5	69	-1	0	-8	-4	-5
COc1cccc(NC(=O)CN(C)C(=O)/C=C/c2ccc3ccccc3n2)c1	-24	-1.5	0	-1	-13	24	10	7	-2	34
C/C(=C/C(=O)N1CCN(C)CC1)C(=O)O	-45	-0.2	-2	7	-4	45	-12	-1	-8	8
COCCN(Cc1cn(C)nc1-c1ccc(Oc2ccccc2)cc1)C(C)C	82*	-0.8	1	-11	-7	-82	-15	-18	.	0
O=c1c(/C=N/O)c(Nc2ccccc2)nc2ccccn12	49	-4.0	-2	-14	-6	-49	-21	-46	-11	5
COc1ccc(NC(=O)/C(=C\c2ccc(OS(=O)(=O)c3ccc(C)cc3)cc2)NC(=O)c2ccccc2)cc1	13	-0.2	-3	1	15	-13	12	1	-1	7
CCn1cc(/C=C(\NC(=O)c2ccc(OC)c(OC)c2)C(=O)NCCCO)c2ccccc21	-10	-2.7	1	-13	-2	10	2	-5	5	5
Cc1cc(C)cc(NS(=O)(=O)c2ccc(NC(=S)NC(=O)c3cccs3)cc2)c1	2	-2.9	-1	-13	-5	-2	-34	5	-2	25
CCOC(=O)C[C@H]1c2ccc(C(F)(F)F)cc2S(=O)(=O)N1Cc1ccccc1	-7	-0.5	.	-3	-3	7	-7	-7	1	2
COc1cccc(C2CC(=O)Nc3c2c(=O)[nH]c2ncnn32)c1 (configuration not stated)	-13	0.4	0	-8	-6	13	17	-9	-3	2
CN(C)CC1CCCCC1OC(=O)/C=C/c1ccc(Cl)cc1Cl (configuration not stated)	-24	-0.9	14	-10	18	24	-9	-15	2	-1
CCOC(=O)c1csc(NC(=O)CN2CCN(C)CC2)n1	-53	-0.8	-2	6	7	53	3	-7	-5	1
CCOc1ccc(NC(=O)CCCNC(=O)Cn2cnc3sc(C)c(C)c3c2=O)cc1	.	-0.9	-4	4	.	.	-3	-12	-3	-9
Cc1ccc(S(=O)(=O)NCCNS(=O)(=O)c2ccccc2Br)cc1	-18	-1.3	.	-2	5	18	10	-7	-5	0
Cc1ccc(-c2cc(C(=O)O)c3ccccc3n2)c(C)c1	8	1.7	.	-1	24	-8	0	7	-6	-2
Cc1cc(C(=O)NNc2c(Cl)cccc2Cl)no1	-8	-0.8	33	0	1	8	0	5	16	3
CCOC(=O)c1oc2ccc(CNC3CCCCC3)c(Cl)c2c1C	17	-3.1	.	-12	14	-17	-5	7	0	12
CCN(CC(=O)NCC1CCCO1)S(=O)(=O)c1ccc2ccccc2c1 (configuration not stated)	4	-0.3	0	2	-4	-4	5	-7	-3	1
Cc1cc(=O)[nH]c(-n2[nH]c3c(c2=O)CCCC3)n1	-13	0.3	-3	-10	-4	13	0	-11	-7	3
Nc1cc2c(cc1[N+](=O)[O-])OCCO2	-9	0.0	1	6	5	9	-11	-9	-2	1

Arranged by SMILES length (falling): 13 of the compounds above
SMILES	SR-BI DiI inh	CAL PDZ FP-1	NSD2 inh	dFosB act	MITF act	SR-BI DiI-HDL act	PfHsp90 set2	PvdQ inh	CAL PDZ FP-2	Rtt109 Vps75
COc1ccc(NC(=O)/C(=C\c2ccc(OS(=O)(=O)c3ccc(C)cc3)cc2)NC(=O)c2ccccc2)cc1	13	-0.2	-3	1	15	-13	12	1	-1	7
CCn1cc(/C=C(\NC(=O)c2ccc(OC)c(OC)c2)C(=O)NCCCO)c2ccccc21	-10	-2.7	1	-13	-2	10	2	-5	5	5
Cc1cc(C)cc(NS(=O)(=O)c2ccc(NC(=S)NC(=O)c3cccs3)cc2)c1	2	-2.9	-1	-13	-5	-2	-34	5	-2	25
CCOc1ccc(NC(=O)CCCNC(=O)Cn2cnc3sc(C)c(C)c3c2=O)cc1	.	-0.9	-4	4	.	.	-3	-12	-3	-9
Cc1ccc(S(=O)(=O)NCCNS(=O)(=O)c2ccccc2Br)cc1	-18	-1.3	.	-2	5	18	10	-7	-5	0
COc1cccc(C2CC(=O)Nc3c2c(=O)[nH]c2ncnn32)c1 (configuration not stated)	-13	0.4	0	-8	-6	13	17	-9	-3	2
CN(C)CC1CCCCC1OC(=O)/C=C/c1ccc(Cl)cc1Cl (configuration not stated)	-24	-0.9	14	-10	18	24	-9	-15	2	-1
CCOC(=O)c1oc2ccc(CNC3CCCCC3)c(Cl)c2c1C	17	-3.1	.	-12	14	-17	-5	7	0	12
Cc1ccc(-c2cc(C(=O)O)c3ccccc3n2)c(C)c1	8	1.7	.	-1	24	-8	0	7	-6	-2
CCOC(=O)c1csc(NC(=O)CN2CCN(C)CC2)n1	-53	-0.8	-2	6	7	53	3	-7	-5	1
Cc1cc(C(=O)NNc2c(Cl)cccc2Cl)no1	-8	-0.8	33	0	1	8	0	5	16	3
C/C(=C/C(=O)N1CCN(C)CC1)C(=O)O	-45	-0.2	-2	7	-4	45	-12	-1	-8	8
Nc1cc2c(cc1[N+](=O)[O-])OCCO2	-9	0.0	1	6	5	9	-11	-9	-2	1

Screening data from PubChem.
